BAP1 block – human BAP1 deubiquitinase inhibition. Q92560. recombinant BAP1, Ub-AMC hydrolysis fluorescence kinetic; stronger effect = lower value. activity remaining (% of control), % at 20 µM. 72,000 compounds, 0.48% hits. AID 436;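 active = activity remaining at or below 50% of control, provided the compound also passes the data quality filters; inactive = the rest, including low values that fail the filters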;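 note: 100% = DMSO wells rate and 0% = substrate alone blank rate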
Target sequence (Q92560 whole entry, looked up): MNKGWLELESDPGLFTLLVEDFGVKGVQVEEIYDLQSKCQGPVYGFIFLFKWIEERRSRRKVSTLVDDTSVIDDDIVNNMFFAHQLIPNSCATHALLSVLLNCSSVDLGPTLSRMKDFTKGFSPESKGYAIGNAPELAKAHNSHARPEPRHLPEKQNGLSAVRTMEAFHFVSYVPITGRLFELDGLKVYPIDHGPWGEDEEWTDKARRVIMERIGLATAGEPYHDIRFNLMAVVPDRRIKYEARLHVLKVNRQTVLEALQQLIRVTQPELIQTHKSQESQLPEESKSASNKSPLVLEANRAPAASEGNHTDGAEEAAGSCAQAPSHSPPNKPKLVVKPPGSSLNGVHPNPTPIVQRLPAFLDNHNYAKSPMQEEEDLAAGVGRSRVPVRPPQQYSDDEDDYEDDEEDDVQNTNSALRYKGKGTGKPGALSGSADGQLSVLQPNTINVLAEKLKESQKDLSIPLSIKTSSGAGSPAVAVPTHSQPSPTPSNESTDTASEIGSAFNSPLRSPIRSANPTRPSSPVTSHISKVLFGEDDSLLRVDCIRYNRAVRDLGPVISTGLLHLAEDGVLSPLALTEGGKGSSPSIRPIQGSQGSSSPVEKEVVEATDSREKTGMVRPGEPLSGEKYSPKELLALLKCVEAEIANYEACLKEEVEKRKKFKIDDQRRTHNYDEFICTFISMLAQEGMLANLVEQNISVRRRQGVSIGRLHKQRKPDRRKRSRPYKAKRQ
HePTP inhibitor – blocks human HePTP tyrosine phosphatase; inhibition, % at 20 µM; recombinant HePTP phosphatase activity, OD absorbance; AID 521; 110,000 compounds, 0.64% hits; in the data active = inhibition above about 50%;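 note: plate controls were vehicle for no effect and reference inhibitor for full effect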
Target sequence (P35236 whole entry, looked up): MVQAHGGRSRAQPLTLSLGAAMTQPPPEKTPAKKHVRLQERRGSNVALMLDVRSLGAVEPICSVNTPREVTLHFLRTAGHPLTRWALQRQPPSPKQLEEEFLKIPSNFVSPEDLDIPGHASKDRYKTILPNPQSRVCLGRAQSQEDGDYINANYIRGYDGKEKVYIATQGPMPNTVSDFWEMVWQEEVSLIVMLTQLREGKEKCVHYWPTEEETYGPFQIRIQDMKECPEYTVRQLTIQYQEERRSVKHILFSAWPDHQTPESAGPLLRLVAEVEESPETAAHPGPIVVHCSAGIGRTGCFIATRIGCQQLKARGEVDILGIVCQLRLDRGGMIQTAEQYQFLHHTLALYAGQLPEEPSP
* hit, by the source's call; . = no result given; & = joins results of further samples.

HePTP inhibitor,BAP1 block,structure
0.0,.,COc1ccc(C2=C(Nc3cccc([N+](=O)[O-])c3)c3ccccc3C2=O)cc1
5.5,105.3,O=C(Cn1cccc1C(=O)c1ccccc1)NCCCN1CCOCC1
1.8,93.2,CCOC(=O)N1CCC(Nc2ccc3nnc(-c4ccccc4)n3n2)CC1
-4.6,100.8,COc1ccc(C(C(=O)NC2CCCC2)N(C(=O)c2ccco2)c2ccc3c(c2)OCO3)cc1OC (configuration not stated)
-4.5,.,Cc1cc2nc(-c3cccc(NC(=O)c4ccccc4F)c3)oc2cc1C
.,198.8,CCOC(=O)c1c(-c2ccccc2)csc1NC(=O)C12CC3CCC1(C)C3(C)CO2 (configuration not stated)
9.5,.,C=C(C)CN1C(=O)c2ccccc2C1=O
6.3,.,CCN1C(=O)c2cccc3c(NC(=O)c4ccc(Cl)s4)ccc1c23
16.4,104.0,O=C(CSc1nnc(-c2ccco2)n1CC1CCCO1)c1ccc(F)cc1 (configuration not stated)
3.7,103.4,COC1=CC(=O)OC12CCCCC2

Continued (3 carried over from the part before).
HePTP inhibitor,BAP1 block,structure
6.3,.,CCN1C(=O)c2cccc3c(NC(=O)c4ccc(Cl)s4)ccc1c23
16.4,104.0,O=C(CSc1nnc(-c2ccco2)n1CC1CCCO1)c1ccc(F)cc1 (configuration not stated)
3.7,103.4,COC1=CC(=O)OC12CCCCC2
3.7,89.7,COc1ccc(NC(=O)CSc2nnc(-c3cccnc3)n2Cc2ccco2)c(OC)c1
-2.0,82.7,Cc1cc(C)c(NC(=O)NC(=O)c2cccc(F)c2)c(C)n1
-7.0,.,CCOC(=O)Nc1ccc2c(CN3C(=O)NC4(CCCC4)C3=O)cc(=O)oc2c1
7.5,.,COC(=O)c1ccc(C(=O)OC)c(NC(=O)Cc2ccc(Cl)cc2)c1
-7.9,.,CCOC(=O)c1sc(NC(=O)c2c(-c3ccccc3Cl)noc2C)c(C(=O)OCC)c1C
5.0,.,Cc1ccc(/C=N/NC(=O)CN(c2cccc(C(F)(F)F)c2)S(=O)(=O)c2ccccc2)c(C)c1C
-4.0,.,CCOc1ccc2sc(C=NC(C)C)c(O)c2c1
2.7,.,Cc1csc2ncc(C(=O)Nc3ccon3)c(=O)n12
103.6*,.,Cc1onc(-c2ccccc2Cl)c1C(=O)N1CCN(c2ccccc2F)CC1
0.1,.,Cc1ccc(Cl)cc1NC(=O)COC(=O)C1CCCC1

The results go on:
HePTP inhibitor,BAP1 block,structure
8.4,.,Cc1cc(C)c2oc(-c3ccc(C)c(NC(=O)c4cccc([N+](=O)[O-])c4C)c3)nc2c1
3.9,.,CCOc1ccccc1NC(=O)C(=O)NCC(C)C
0.1,.,COc1ccc(N2C(=O)/C(=C\c3ccc(-c4cccc(C(F)(F)F)c4)o3)SC2=S)cc1
2.5,.,CCOc1ccc(-n2nc3ccc(NC(=O)c4ccc([N+](=O)[O-])cc4Cl)cc3n2)cc1
-2.1,.,CCOC(=O)c1c(NC(=O)COc2cc(Cl)ccc2Cl)sc(C(C)=O)c1C
-0.4,120.9,Cc1cc(NC(=O)COc2ccc(N(C)S(=O)(=O)c3ccccc3)cc2)no1
10.2,.,O=[N+]([O-])c1ccc(Cl)cc1NC(c1ccccc1)c1ccccc1
-11.8,96.1,COc1cc(C(=O)Nc2ccc(OCC(=O)O)cc2)cc(OC)c1OC
-1.6,82.6,NC(=O)C1CC(O)CN1c1nc(CN2CCOCC2)nc2scc(-c3ccccc3)c12 (configuration not stated)
2.5,.,CC(C)=CC(=O)CC(O)(c1ccccc1)C(F)(F)F (configuration not stated)

Other compounds follow:
HePTP inhibitor,BAP1 block,structure
8.2,94.2,O=C(O)c1cccnc1-c1ncccc1C(=O)O
-1.8,94.6,CCN(CC)Cc1c[nH]c2c(C(=O)OC)cccc12
10.2,.,O=c1cc(O)nc(SC23CC4CC(CC(C4)C2)C3)[nH]1
-6.3,158.3,O=C(Nc1ccccc1N1CCN(c2ccc(F)cc2)CC1)c1ccccc1
4.7,.,Cc1cc(C)c2nc(C(F)(F)F)nc(N3CC(C)OC(C)C3)c2c1 (configuration not stated)
10.8,.,CC(=O)OC(OC(C)=O)c1ccc([N+](=O)[O-])s1
-7.2,.,Cc1cc(C(=O)Nc2ccc(O)c(C(=O)O)c2)oc1C
.,206.9,CCCCc1ccc(NC(=O)COc2ccc(C)c(C)c2)cc1
-5.9,.,CCOC(=O)COc1ccccc1/C=C1\C(=O)NC(=O)N(c2ccc(Br)c(C)c2)C1=O
-15.2,.,COc1ccc(S(=O)(=O)N(CC(=O)NCc2ccco2)c2cc(C)cc(C)c2)cc1OC

The results go on.
HePTP inhibitor,BAP1 block,structure
-5.6,95.2,O=C(Nc1ccccc1Cl)c1c(F)c(F)c(F)c(F)c1F
11.7,94.8,CCCOc1ccc(S(=O)(=O)NCCN2CCOCC2)c2ccccc12
8.5,93.1,CCCCNC(=O)CC1Nc2ccccc2NC1=O (configuration not stated)
-11.6,.,O=C(Nc1ccc(NC(=O)c2ccc(-c3ccc([N+](=O)[O-])cc3)o2)cc1)c1ccco1
8.4,93.7,Cc1ccc(C)c(/C(O)=C2\C(=O)C(=O)N(CCCn3ccnc3)C2c2ccncc2)c1 (configuration not stated)
-4.7,.,COC(=O)C1=C(C)NC(=O)NC1c1cccc(I)c1 (configuration not stated)
-18.3,91.5,COc1cccc(-c2nc(C(N)=O)c3[nH]c(=O)n(-c4cccc(Cl)c4)c3n2)c1OC
14.1,94.3,Cc1cc(C)cc(N(CC(=O)Nc2c(C)n(C)n(-c3ccccc3)c2=O)S(C)(=O)=O)c1
-8.9,100.5,CCC1Oc2ccc(C)cc2N(CC(=O)NCc2ccccc2OC)C1=O (configuration not stated)
1.9,87.8,Cc1cc(C)c(NC(=O)Cn2cc3c(n2)CCCC3)c(C)c1

(cont.)
HePTP inhibitor,BAP1 block,structure
5.6,69.3,Cc1cc(C(F)(F)F)nc(SCC(=O)NC2CC3CCC2C3)n1 (configuration not stated)
4.5,83.3,Cc1ccc(Cn2ccc(NC(=O)c3cc(C(C)C)on3)n2)cc1
-7.7,102.3,Cc1ccccc1-c1nnc(SCC(=O)Nc2cccc(C)c2C)o1
11.5,86.2,CN1C(=O)CC(N2CCC(C(N)=O)(N3CCCCC3)CC2)C1=O (configuration not stated)
2.1,.,C=CCN1C(=O)NC(=O)/C(=C/c2ccc(OCc3ccccc3[N+](=O)[O-])c(OC)c2)C1=O
-1.0,.,CCOc1ccc(S(=O)(=O)N(CC(=O)Nc2cc(C)cc(C)c2)c2ccc(C)cc2)cc1
11.1,93.0,COc1ccc(NC(=O)c2cc(C(C)C)on2)c(OC)c1
9.7,.,Cc1cc(C)n(C(=O)COc2ccc(Oc3ccccc3)cc2)n1
6.5,104.8,O=C(NC1CCCCC1)C(c1ccccc1)N1CCOCC1 (configuration not stated)
1.2,.,CCOc1ccc(S(=O)(=O)NCc2ccccc2Cl)c2ccccc12

The list continues.
HePTP inhibitor,BAP1 block,structure
1.6,.,COc1ccccc1N1CCN(C(=O)COc2ccc(Cl)cc2C)CC1
3.4,.,CC1=CC(C)C2COC(c3ccccc3O)C1C2C (configuration not stated)
4.9,96.0,CCc1[nH]nc2c1C1(C(=O)N(Cc3ccccc3)c3ccccc31)C(C#N)=C(N)O2 (configuration not stated)
-4.8,89.2,COc1ccc(OC)c(CCNC(=O)CC2Oc3ccccc3NC2=O)c1 (configuration not stated)
-18.9,.,COc1ccc(OC)c2c(C)cc(C)nc12
7.4&4.6,88.2,O=C(Nc1ccc(Cc2ccncc2)cc1)c1ccc(Br)o1
-10.5,.,NC(=O)c1nn2c(c1Cl)NC(c1cccs1)CC2C(F)(F)F (configuration not stated)
5.4,.,O=C(N/N=C/c1ccc(O)c(O)c1O)c1ccc(Cl)cc1Cl
-8.7,.,Cc1nc(NC(=O)CN2CCOCC2)sc1-c1ccccc1
-2.2,.,Cc1ccc(NC(=O)CCC(=O)NCc2ccccc2)cc1C

Carrying on.
HePTP inhibitor,BAP1 block,structure
-1.9,91.7,CC(C)C(NC(=O)c1cccs1)c1nnc(SCC(=O)Nc2nccs2)n1C (configuration not stated)
2.2,.,O=C(c1ccc(Cl)cc1)N1CCN(c2ccccn2)CC1
-2.7,.,CCN(CC)c1ccc(/C=C2\C(=O)NC(=O)N(C)C2=O)cc1
4.4,.,Cn1c(=O)c(C(=O)NC2CCCCC2)c(O)c2ccccc21
11.9,.,CCOC(=O)c1c(NC(=O)c2ccccc2)sc2c1CCN(Cc1ccccc1)C2
4.3,101.3,O=C(NCCN1CCOCC1)C1CCN(S(=O)(=O)N2CCCCC2)CC1
-2.2,.,CCNc1nc(NS(=O)(=O)c2ccc(C)cc2)nc(SC)n1
11.4,.,C=CCc1ccccc1OCCn1cc(/C=C2/SC(=S)N(CC)C2=O)c2ccccc21
2.8,.,O=c1c2ccccc2nc2c3ccccc3ncn12
-25.7,.,O=C(O)c1cc2c(ccc3cc(Br)ccc32)oc1=O

The last 2 records of the part above open the next one.
HePTP inhibitor,BAP1 block,structure
2.8,.,O=c1c2ccccc2nc2c3ccccc3ncn12
-25.7,.,O=C(O)c1cc2c(ccc3cc(Br)ccc32)oc1=O
-7.3,.,Fc1ccc(-c2cc3nc(-c4ccccc4)cc(N4CCOCC4)n3n2)cc1
-3.0,96.9,COc1ccc(Cl)c(Cn2c(NCCCO)nc3c2c(=O)n(C)c(=O)n3C)c1
4.4,.,C/C(=N\NS(=O)(=O)c1ccccc1)c1cccc(I)c1
4.5,93.4,O=C(NCc1cn2ccsc2n1)c1cccc(C(F)(F)F)c1
7.7,.,Cc1[nH]n(-c2ccc([N+](=O)[O-])cc2)c(=O)c1C=NCCN1CCN(C(=O)c2cccc(F)c2)CC1
4.3,130.6,CCOC(=O)CSc1nnc(CSc2nc3ccccc3c(=O)[nH]2)n1-c1ccccc1
4.2,92.4,CCOC(=O)c1[nH]c(C)c(C(=O)NC2CCCCCC2)c1C
7.9,.,Cc1ccc(N(CC(=O)Nc2ccc(S(=O)(=O)N3CCOCC3)cc2)S(C)(=O)=O)cc1C
6.0,.,COc1ccc(/C=C2\SC(=S)N(C(C(=O)O)C(C)C)C2=O)c(OC)c1 (configuration not stated)
8.1,82.6,CC(C)(S)[C@@H](N)C(=O)O

(next part)
HePTP inhibitor,BAP1 block,structure
2.1,.,O=C(O)c1ccccc1/C=C1\SC(=S)N(Cc2ccccc2)C1=O
-9.7,.,COc1cc(OC)c(C=C2C(=O)N(C)C(=O)N(C)C2=O)cc1Br
-22.6,.,CCOC(=O)COc1nc2ccc(Cl)cc2c(-c2ccccc2)c1C(C)=O
3.0,61.0,O=c1cc(CSc2nnnn2-c2ccccc2)nc2nc[nH]n12
5.8,116.9,CCCn1c(SCC(=O)Nc2nc(C)cs2)nnc1-c1cccnc1
3.8,.,Ic1ccc(OCCCCN2CCOCC2)cc1
-3.9,78.8,CCN1CCN(C(=O)C(C)N(c2ccc(C)cc2)S(C)(=O)=O)CC1 (configuration not stated)
-10.3,113.9,CCOc1ccc2[nH]c(=O)c(CN(Cc3ccco3)Cc3nnnn3Cc3ccccc3)cc2c1
11.7,.,CC1=NN(c2ccc(S(N)(=O)=O)cc2)C(=O)/C1=C\c1ccccc1OCc1ccccc1
4.8,.,COC(=O)C1=C(C)N(C)C(C)=C(C(=O)OC)C1c1cccc(C)c1

Following part.
HePTP inhibitor,BAP1 block,structure
1.0,.,Cc1c(C(=O)NC2CCCCC2)oc2c1C(=O)CC(C)(C)C2
2.6,103.7&85.4,COc1ccc(-n2c(CNC(=O)c3ccc(S(=O)(=O)N4CCCC4)cc3)n[nH]c2=S)cc1
7.3,115.9,O=C(O)c1cccc(N2CCCC2)c1
10.8,.,CC(C)(C)NC(=O)CCNS(=O)(=O)c1ccccc1[N+](=O)[O-]
9.5,102.0,CC(C)c1ccc(-c2nnn(CCC(=O)O)n2)cc1
-1.8,91.6,CCOc1ccc(S(=O)(=O)N(CC(=O)O)c2ccc(C)cc2)cc1
-2.7,.,CC(=O)Nc1ccccc1NC(=O)COc1ccc(C)cc1Br
4.4,103.9,O=C(Cc1c(C(=O)O)[nH]c2ccccc12)NCCN1CCN(c2cccc(Cl)c2)CC1
3.7,.,C/C(Cn1nnc([N+](=O)[O-])n1)=N\NC(=O)c1ccc(Cl)c(Cl)c1
.,79.2,CCOC(=O)c1c(C)oc2cc(Br)c(OC(=O)c3ccccc3)cc12

Five entries out of the list above, arranged by the number in BAP1 block, low to high:
HePTP inhibitor,BAP1 block,structure
.,79.2,CCOC(=O)c1c(C)oc2cc(Br)c(OC(=O)c3ccccc3)cc12
-1.8,91.6,CCOc1ccc(S(=O)(=O)N(CC(=O)O)c2ccc(C)cc2)cc1
9.5,102.0,CC(C)c1ccc(-c2nnn(CCC(=O)O)n2)cc1
4.4,103.9,O=C(Cc1c(C(=O)O)[nH]c2ccccc12)NCCN1CCN(c2cccc(Cl)c2)CC1
7.3,115.9,O=C(O)c1cccc(N2CCCC2)c1

Additional structures follow:
HePTP inhibitor,BAP1 block,structure
.,66.8,COc1ccc(NC(=O)c2ccccc2NC(=O)CN2C(=O)c3ccccc3C2=O)cc1
-0.5,99.2,O=S(=O)(NC1CCCCCC1)c1cccc2cccnc12
7.1,.,CC(=O)c1cc2cc(O)ccc2o1
-4.9,92.0,Nc1nc(-c2ccccc2)nn1C(=O)Cc1ccccc1
2.7,70.1,Cn1c(SCC(=O)NC2CCCCCC2)nnc1-c1cccs1
-5.9,159.8,CC1CCc2cc(F)cc3c(O)c(C(=O)NCC4CCCO4)c(=O)n1c23 (configuration not stated)
0.2&-8.4,99.0,O=C(O)c1ncc(-c2ccccc2)cn1
9.9,87.2,CSC(=NS(=O)(=O)c1ccc(C)cc1)SC
.,112.4,COc1ccc(C(=O)Nc2sc3c(c2C(N)=O)CCCC3)cc1OC
7.8,.,CCc1nnc(NS(=O)(=O)c2ccc(NC(=O)c3cc4ccccc4cc3OC)cc2)s1
